mHTT CaM bind = mHTT-calmodulin interaction abrogation; AlphaScreen His-mHTT/GST-CaM binding, luminescence; 190,000 tested, 3.6% active; P42858; inhibition, % at 15 µM;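 further: 0% = both proteins with DMSO and 100% = one protein alone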
Pf apPOL block = Pf-apPOL DNA polymerase inhibition | Recombinant Pf-apPOL, molecular beacon fluorescence, 1.5 h | inhibition, % at 10 µM | 210,000 tested, 0.25% active | AID 1794808
* hit, by the source's call; & = joins results of further samples. No stated cut-off is given here; in the data, active means inhibition above about 50%; inactive means the rest.

Preview (2 entries):
For Cc1ncc(CO)c2cc(-c3nnc(Nc4ccc(Br)cc4)s3)c(=O)oc12 the results were mHTT CaM bind 0 and Pf apPOL block -3.
O=C(O)/C=C/C(=O)NCc1ccc(Cl)c(Cl)c1 was read as mHTT CaM bind -6 and Pf apPOL block -4.

This part in full, from the start:
For Cc1ncc(CO)c2cc(-c3nnc(Nc4ccc(Br)cc4)s3)c(=O)oc12 the results were mHTT CaM bind 0 and Pf apPOL block -3.
O=C(O)/C=C/C(=O)NCc1ccc(Cl)c(Cl)c1 was read as mHTT CaM bind -6 and Pf apPOL block -4.
O=C1CNC(=O)N1CC(O)Cn1c2ccccc2c2ccccc21 (centres undefined) was read as mHTT CaM bind 3 and Pf apPOL block -7.
For CC(Sc1ccccn1)C(=O)Nc1ccc(S(N)(=O)=O)cc1 (centres undefined) the results were mHTT CaM bind -2 and Pf apPOL block -9.
Screening COc1cc2c(cc1OC)CN(Cc1ccccc1[N+](=O)[O-])CC2 returned mHTT CaM bind 1 and Pf apPOL block -3.
CC(C)N(C(=O)C[n+]1ccc(/C=N/O)cc1)C(C)C was read as mHTT CaM bind inactive and Pf apPOL block 0.
For Cn1c(=O)c2c(nc(SCC(=O)O)n2Cc2ccc(F)cc2Cl)n(C)c1=O the results were mHTT CaM bind 2&-2 and Pf apPOL block -4&2.
For NC(=O)c1ccccc1NC(=O)COc1ccc(Br)cc1Cl the results were mHTT CaM bind -5 and Pf apPOL block -24.
For O=C(NCCS(=O)(=O)N1CCN(c2ncccn2)CC1)NCc1cccs1 the results were mHTT CaM bind -8 and Pf apPOL block -1.
COc1cc(C(=O)Nc2cccc(C)n2)ccc1OCc1ccccc1Cl was read as mHTT CaM bind -11 and Pf apPOL block -14.
O=C(Nc1ccccc1)c1ccc(-c2ccc(F)cc2)nc1 was read as mHTT CaM bind -2 and Pf apPOL block 0.
Screening COCCNC(=O)CNC(=O)c1nn(-c2ccc(OC)c(Cl)c2)c(=O)c2ccccc12 returned mHTT CaM bind 10 and Pf apPOL block -3.
Screening COc1cccc(C(=O)O/N=C(\N)Cc2ccc(Cl)cc2)c1 returned mHTT CaM bind inactive and Pf apPOL block -2.
For NC(=O)CSc1nnc2ccccn12 the results were mHTT CaM bind -19 and Pf apPOL block -4.
`CNC(=O)Nc1ccccc1C(=O)Nc1ccc(OC)cc1` gave mHTT CaM bind 4 and Pf apPOL block -9.
Screening CC(C)C(O)(C#CC(O)(C(C)C)C(C)C)C(C)C returned mHTT CaM bind -1 and Pf apPOL block -5.
`CC(NS(=O)(=O)c1ccc(Br)cc1)c1ccccc1` (centres undefined) gave mHTT CaM bind -13 and Pf apPOL block -4.
CCn1c2ccccc2c2nnc(SCN3C(=O)c4ccccc4C3=O)nc21 was read as mHTT CaM bind -3 and Pf apPOL block -3.
Screening O=C(Nc1ccccc1Cl)c1ccc(F)c(S(=O)(=O)N2CCOCC2)c1 returned mHTT CaM bind -2 and Pf apPOL block -6.
Screening Cc1cccc(N2C(=O)CC(Sc3nnc(C)s3)C2=O)c1 (centres undefined) returned mHTT CaM bind 5 and Pf apPOL block -8.
For CCN1CCN(C(=O)c2ccc(-c3cccs3)nc2)CC1 the results were mHTT CaM bind -4 and Pf apPOL block -9.
`O=c1[nH]c(-c2ccc(F)cc2)nc2c1CCN(S(=O)(=O)c1ccc3c(c1)CCCC3)C2` gave mHTT CaM bind -3 and Pf apPOL block -1.
COc1ccc(CCNC(=O)C2c3ccccc3C(=O)N2CCc2ccc(C)cc2)cc1OC (centres undefined) was read as mHTT CaM bind 4 and Pf apPOL block -12.
Cn1nc(-c2nc(-c3ccccc3)no2)c2c1CCN(C(=O)c1c(F)cccc1Cl)C2 was read as mHTT CaM bind 11 and Pf apPOL block -5.
`N#C/C(=C\c1cc2c(cc1Cl)OCO2)c1nn(-c2ccccc2)c(N)c1C#N` gave mHTT CaM bind 12&-1 and Pf apPOL block 0&-3.
`COc1ccc(C(=O)NCCc2sc(-c3cccc(F)c3)nc2C)c(OC)c1` gave mHTT CaM bind -1 and Pf apPOL block -12.
`Cc1ccc(NC(=O)Nc2nccn(-c3ccccc3)c2=O)cc1C` gave mHTT CaM bind -1 and Pf apPOL block -1.
`N#Cc1cccc(CN2CCCC(c3nc(-c4ccncc4)n[nH]3)C2)c1` (centres undefined) gave mHTT CaM bind 18 and Pf apPOL block -7.
O=C(c1ccccn1)N1CCCC2(C1)Nc1cccnc1NC2=NC1CCCC1 (centres undefined) was read as mHTT CaM bind 18 and Pf apPOL block -3.
`Cc1cc(OCc2nnc(-c3ccc4ccccc4c3)o2)c2nncn2n1` gave Pf apPOL block -5.
Screening COc1ccc(Nc2nnc(-c3ccc(O)cc3)c3ccccc23)cc1 returned mHTT CaM bind 30 and Pf apPOL block -77.
For CCN(CC)S(=O)(=O)c1cc(C(=O)Nc2ccc(Br)cc2)ccc1Cl the results were mHTT CaM bind 5 and Pf apPOL block -1.
For Cc1nnc(SCC(=O)NC2CCCC2)[nH]c1=O the results were mHTT CaM bind -4 and Pf apPOL block 4.
Cc1cccc(C)c1NC(=O)C1(N(C)C(=O)c2ccc3ccccc3n2)CCCC1 was read as mHTT CaM bind 10 and Pf apPOL block -4.
Screening COc1cccc(C(=O)Nc2ccc(F)c(Cl)c2)c1 returned mHTT CaM bind -15 and Pf apPOL block -11.
`COc1ccc(OC)c(N(CC(=O)NCc2ccccn2)S(C)(=O)=O)c1` gave mHTT CaM bind 22 and Pf apPOL block -1.
Screening O=c1[nH]c(CNC2CC2)nc2sc3c(c12)CCC3 returned mHTT CaM bind 13 and Pf apPOL block 0.
`CCOC(=O)c1oc2cc(OCC#N)ccc2c(=O)c1-c1ccc(Br)cc1` gave mHTT CaM bind -5 and Pf apPOL block -6.
COc1cc(/C=C2/N=C(c3ccccc3Br)OC2=O)cc(OC)c1OC was read as mHTT CaM bind -1 and Pf apPOL block -23.
For Cc1ccc(-c2nnc3s/c(=C\c4ccc([N+](=O)[O-])cc4)c(=O)n23)cc1 the results were mHTT CaM bind -3 and Pf apPOL block -6.

Part of the list above in order of SMILES length, lowest first:
Screening COc1ccc(Nc2nnc(-c3ccc(O)cc3)c3ccccc23)cc1 returned mHTT CaM bind 30 and Pf apPOL block -77.
Cc1cccc(C)c1NC(=O)C1(N(C)C(=O)c2ccc3ccccc3n2)CCCC1 was read as mHTT CaM bind 10 and Pf apPOL block -4.
Cn1nc(-c2nc(-c3ccccc3)no2)c2c1CCN(C(=O)c1c(F)cccc1Cl)C2 was read as mHTT CaM bind 11 and Pf apPOL block -5.

Further structures
`Cc1cccc(-c2cncc(C(=O)NCc3ccc(C)o3)c2)c1` gave mHTT CaM bind -4 and Pf apPOL block -5.
CN(C(=O)Cc1c(C(=O)O)[nH]c2ccc(Cl)cc12)c1cccc(Cl)c1 was read as mHTT CaM bind 4 and Pf apPOL block -11.
`COc1ccc(C2=NOC(C(=O)NC(C)(C)C)C2)cc1OC` (centres undefined) gave mHTT CaM bind -11 and Pf apPOL block 0.
CN1CCN(Cc2cc([N+](=O)[O-])c(O)c3ncccc23)CC1 was read as mHTT CaM bind 100* and Pf apPOL block 3&-8.
COc1cccc(C(=O)Nc2cc3c(cc2C(=O)c2ccccc2Br)OCCO3)c1 was read as mHTT CaM bind -3 and Pf apPOL block -9.
For CC1CN(C2=NCCN2)CC(C)O1 (centres undefined) the results were Pf apPOL block -8.
For COc1cc(NC(=O)CCN2CCN(C/C=C/c3ccccc3)CC2)cc(OC)c1 the results were mHTT CaM bind 49 and Pf apPOL block -15.
For Cc1cc(C)cc(-n2nnc(C(=O)Nc3ccccc3F)c2N)c1 the results were mHTT CaM bind -24 and Pf apPOL block -6.
For CCC(=O)N1CCN(c2nc3c(s2)CC(C(=O)Nc2ccc(C(C)C)cc2)CC3)CC1 (centres undefined) the results were mHTT CaM bind 5 and Pf apPOL block 0.
Screening COc1ccc(/C=C(\C#N)c2nc3ccccc3[nH]2)cc1OCC#N returned mHTT CaM bind 36 and Pf apPOL block 0.
O=C(NC1CCCC1)c1cccc(C2CCCN(C(=O)Nc3ccccc3)C2)c1 (centres undefined) was read as mHTT CaM bind 5 and Pf apPOL block -3.
O=c1/c(=C/c2ccco2)sc2n1CN(c1ccc([N+](=O)[O-])cc1)CN=2 was read as mHTT CaM bind 6 and Pf apPOL block 1.
`N#Cc1c(SCC(=O)Nc2ccccc2F)nsc1SCC(=O)Nc1ccccc1F` gave mHTT CaM bind 18 and Pf apPOL block 0.
For O=C(c1ccccc1Cl)c1coc2ccc(Cl)cc2c1=O the results were mHTT CaM bind 98* and Pf apPOL block 1.
Screening S=c1[nH]c2cc3c(cc2[nH]1)OCCO3 returned Pf apPOL block -1.
CC(C)c1noc(-c2cccnc2N2CCCN(C(=O)Cc3ccc(F)cc3)CC2)n1 was read as mHTT CaM bind 1 and Pf apPOL block -6.
Screening CC1(C)C(=O)OC(c2cc(Br)ccc2O)C(C)(C)C1=O (centres undefined) returned mHTT CaM bind 36 and Pf apPOL block -1.
For O=C1CC(c2noc(-c3ccccc3F)n2)CN1c1ccccc1 (centres undefined) the results were mHTT CaM bind -4 and Pf apPOL block -5.
`Cc1[nH]c(=S)[nH]c(=O)c1CCO` gave mHTT CaM bind -5 and Pf apPOL block -12.
Screening CC(=O)NC(CO)C(=O)c1ccc([N+](=O)[O-])cc1 (centres undefined) returned mHTT CaM bind -6 and Pf apPOL block 30.
Screening O=C(Nc1ccc(O)c2c(=O)cc(-c3cccc(Cl)c3)oc12)c1ccc(F)cc1 returned mHTT CaM bind 5 and Pf apPOL block -4.
O=C(C[n+]1cccc(C(=O)Nc2ccccc2)c1)c1ccc(N2C(=O)c3ccccc3C2=O)cc1 was read as mHTT CaM bind 11 and Pf apPOL block 0.
Screening Cc1cc(S(=O)(=O)NCc2cccnc2)c(C)cc1Br returned mHTT CaM bind -1 and Pf apPOL block 1.
Screening O=C1CCC=C1CSc1ccccc1 returned mHTT CaM bind -7.
For N#C/C(=C\c1ccc(I)o1)c1ccc(Cl)cc1 the results were mHTT CaM bind 0 and Pf apPOL block -2.
`COc1ccc(C(=O)N2CCN(Cc3ccccc3)CC2)cc1[N+](=O)[O-]` gave mHTT CaM bind 8 and Pf apPOL block -2.
`O=C(NC1CC2CC1CN2C(=O)Nc1ccc2c(c1)CCC2)c1ccccc1` (centres undefined) gave mHTT CaM bind 3 and Pf apPOL block -2.
For Cc1ccccc1C(=O)N1CCC(c2nc(CNC(=O)C3CC3)cs2)CC1 the results were mHTT CaM bind -8 and Pf apPOL block -4.
Screening Cc1ccc(C(=O)N2CCc3cc(-c4ccno4)ccc32)cc1 returned mHTT CaM bind -7 and Pf apPOL block -6.
For O=C(CCS(=O)(=O)c1ccc(Br)cc1)Nc1ncc(Br)s1 the results were mHTT CaM bind -4 and Pf apPOL block -2.
Screening Cc1cc(-c2ccccc2)n(-c2c(F)c(F)c(CO)c(F)c2F)n1 returned mHTT CaM bind 2 and Pf apPOL block -4.
`OC(c1ccccn1)C1CCN(Cc2c(F)cccc2F)CC1` (centres undefined) gave mHTT CaM bind 0 and Pf apPOL block -3.
Screening CCc1nc(N2CCCC2)c2cnn(-c3ccc(OC)cc3)c2n1 returned mHTT CaM bind -3 and Pf apPOL block -7.
For Cc1ccnc(NS(=O)(=O)c2ccc(NS(=O)(=O)c3ccc([N+](=O)[O-])cc3)cc2)n1 the results were mHTT CaM bind -5 and Pf apPOL block 0.
Cc1ccc(/C=C2\Sc3ccccc3N(CC(=O)NCc3ccccn3)C2=O)cc1 was read as mHTT CaM bind 80* and Pf apPOL block -1.
For CCOC(=O)C1CCCN(C(=O)c2cc(-c3cccc(OC)c3)nn2C)C1 (centres undefined) the results were mHTT CaM bind 3 and Pf apPOL block -7.
`CCC(=O)N1CCN(c2nc3c(s2)CC(C(=O)Nc2ccc(OC)c(F)c2)CC3)CC1` (centres undefined) gave mHTT CaM bind 21 and Pf apPOL block -3.
OCCn1c(-c2ccc(Cl)cc2)cn2c3ccccc3nc12 was read as mHTT CaM bind 18 and Pf apPOL block -13.
`CCOC(=O)C(C)NC(=O)NCCC1CCN(C(=O)Nc2cccc(Cl)c2)CC1` (centres undefined) gave mHTT CaM bind 3 and Pf apPOL block -2.
`O=C(NC1CCN(C(=O)c2ccccc2)C1)C1CC1` (centres undefined) gave mHTT CaM bind 8 and Pf apPOL block 7.
O=C(NC1CCS(=O)(=O)C1)C12CC3CC(CC(C3)C1)C2 (centres undefined) was read as mHTT CaM bind -3&-1 and Pf apPOL block 10&-4&-5.
Screening O=c1nc(Nc2nc(=O)c3ccccc3s2)[nH]c(=O)[nH]1 returned mHTT CaM bind 3&2 and Pf apPOL block -2&-1.
Screening O=C(Nc1ccc(F)c(Cl)c1)c1cc(S(=O)(=O)NCc2ccccc2Cl)ccc1F returned mHTT CaM bind 15 and Pf apPOL block -7.
`OCCN(Cc1ccccc1)CC(O)COC12CC3CC(CC(C3)C1)C2` (centres undefined) gave mHTT CaM bind 6 and Pf apPOL block -6.
Screening c1ccc(-c2nnn(Cc3nnc4n3CCCCC4)n2)cc1 returned mHTT CaM bind 1 and Pf apPOL block 8.
Cc1ccc(C)c(N2CCN(Cc3ccc(O)c([N+](=O)[O-])c3)CC2)c1 was read as mHTT CaM bind 16 and Pf apPOL block 0.
COCc1nnc(NC(=O)c2ccc(S(=O)(=O)N3CCCC3)cc2)o1 was read as mHTT CaM bind 17 and Pf apPOL block -28.
Screening O=C(NCc1ccc(Cl)c(Cl)c1)c1ccc(N2CCC3(CC2)OCCO3)c([N+](=O)[O-])c1 returned mHTT CaM bind 41 and Pf apPOL block -2.
CCSc1nnc(NC(=O)CC(NC(=O)C(F)(F)F)c2ccc(OC)cc2)s1 (centres undefined) was read as mHTT CaM bind -5 and Pf apPOL block -3.

As a working copy, some entries already given:
O=C(NC1CCS(=O)(=O)C1)C12CC3CC(CC(C3)C1)C2 (centres undefined) was read as mHTT CaM bind -3&-1 and Pf apPOL block 10&-4&-5.
Screening O=c1nc(Nc2nc(=O)c3ccccc3s2)[nH]c(=O)[nH]1 returned mHTT CaM bind 3&2 and Pf apPOL block -2&-1.
Screening O=C(Nc1ccc(F)c(Cl)c1)c1cc(S(=O)(=O)NCc2ccccc2Cl)ccc1F returned mHTT CaM bind 15 and Pf apPOL block -7.
`OCCN(Cc1ccccc1)CC(O)COC12CC3CC(CC(C3)C1)C2` (centres undefined) gave mHTT CaM bind 6 and Pf apPOL block -6.

Screening data from PubChem BioAssay.

Not a hit list. Share with any hit: about 3.5%.
